# GRP78 ERSR act: induces the endoplasmic reticulum stress response in human glioma cells | hit rate 0.02% among 420,000 | Potency, µM, inactives show at the highest dose activation, hits mostly activators | U87-MG GRP78 promoter luciferase reporter, 16 h | AID 602332; also: potency is read from the fitted curve at half-maximal effect; series mostly up to about 76 µM; % of control where 0% means no effect; nearly all actives have a fitted effect of over 35% in size
#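 Stably transfected U87-MG human glioma cells carrying a GRP78-based luminescent sensor were seeded at 1000 cells/well, pin-dosed with compounds and incubated 16 h. Luciferase reagent was then added, and end-point luminescence was read after 10 min at room temperature.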
# POLH inh: DNA polymerase eta (human) inhibition. recombinant Pol eta, fluorescent DNA replication assay. Potency, µM (highest dose often 114 µM), for the others: at the highest dose activity change, negative = inhibition, hits mostly inhibitors. hit rate 1.2% among 390,000. AID 588591; also: potency is read from the fitted curve at half-maximal effect; % is scaled to controls: 0 for no effect and ±100 for the full control effect
#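 Pol eta at 10 nM preincubated with compounds 15 min at room temperature; reaction started with fluorescent substrate (50 nM final) and read kinetically at 0 and 10 min.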
# LDHA block: inhibitors of human lactate dehydrogenase A; P00338; purified LDHA, NADH/diaphorase-resazurin fluorescence; active compounds read low; activity change, % (values are at about 110 or 230 µM); hit rate 0.15% among 480,000; AID 1347041; in the data active = activity change below about -30%; inconclusive = mostly about -25% to -30%;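 also: plate controls were DMSO wells for no effect and wells without enzyme for full effect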
#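 LDH5 2 nM; NADH 0.06 mM, pyruvate 0.2 mM; 200 mM Tris pH 7.4, EDTA, Tween-20; 5 min RT. Detection: diaphorase 0.133 mg/mL + resazurin 37 µM, fluorescence ex540/em590 at 0 and 20 min; normalized to enzyme-free and DMSO wells.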
# POLB inh: DNA polymerase beta (human) inhibition | P06746 | Pol beta primer extension/strand displacement, fluorescence kinetic | Potency, µM (doses to about 114 µM), for the others: at the highest dose activity change, negative = inhibition, hits mostly inhibitors | hit rate 1.3% among 340,000; also: potency is read from the fitted curve at half-maximal effect; % is scaled to controls: 0 for no effect and ±100 for the full control effect
#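 Reaction started by 50 nM substrate onto compound-treated Pol beta (10 nM, 15 min preincubation, room temperature); plates read at 0 min and 10 min. Normalized concentration-effect data fitted by four-parameter Hill equation.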
# Apoferritin bind: binds horse apoferritin like a general anesthetic; apoferritin/1-aminoanthracene competitive binding, fluorescence; AID 485281; Potency, µM (highest dose often 77.5 µM), inactives show at the highest dose activity change, negative = displacement, actives largely listed as inhibitors; hit rate 0.074% among 350,000; also: potency is read from the fitted curve at half-maximal effect; % is scaled to controls: 0 for no effect and ±100 for the full control effect; nearly all actives have a fitted effect of over 20% in size
# Target sequence (P02791 2-175 limits assumed): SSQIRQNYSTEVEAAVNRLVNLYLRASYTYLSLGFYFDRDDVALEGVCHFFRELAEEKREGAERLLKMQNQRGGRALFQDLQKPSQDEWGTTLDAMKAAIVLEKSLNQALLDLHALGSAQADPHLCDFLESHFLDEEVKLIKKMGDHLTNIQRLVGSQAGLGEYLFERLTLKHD
#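 Horse-spleen apoferritin (10 uM) in 50% saturated 1-aminoanthracene in PBS was incubated 10 min at room temperature with compound. Fluorescence (ex 380, em 535 nm) was normalized to free and bound 1-AMA, with concentration-response fitted by a four-parameter Hill equation.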
# POLK inh: blocks human DNA polymerase kappa activity; Q9UBT6; hit rate 0.53% among 400,000; purified Pol kappa, fluorescent DNA synthesis assay, 10 min; AID 588579; Potency, µM (highest dose often 107 µM), without a hit: top-dose activity, negative = inhibition, usual class: inhibitors; also: potency is read from the fitted curve at half-maximal effect; % is scaled to controls: 0 for no effect and ±100 for the full control effect
#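 50 nM final substrate added after 15 min RT preincubation of 10 nM Pol kappa with compound; fluorescence read at 0 and 10 min.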
# APEX1 inh: inhibitors of human APE1 endonuclease; recombinant APE1, TAMRA/BHQ-2 abasic DNA cleavage fluorescence; Potency, µM (top dose mostly 65.8 µM), inactives show top-dose activity change, negative = inhibition, actives largely listed as inhibitors; hit rate 0.35% among 350,000;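 also: potency is read from the fitted curve at half-maximal effect; plate controls were vehicle for no effect and reference inhibitor for full effect; nearly all actives have a fitted effect of over 55% in size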
#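 Quantitative HTS: incision of a TAMRA/BHQ-2 double-stranded substrate bearing a tetrahydrofuran abasic site by 0.75 nM APE1 raises fluorescence. Substrate 50 nM final, added after 15 min compound preincubation at room temperature; progress as third-minus-first kinetic read difference.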
# BLM helicase inh: blocks DNA unwinding by human BLM helicase; P54132; recombinant BLM DNA unwinding, fluorescence dequenching; Potency, µM (doses to about 56.1 µM), without a hit: top-dose activity change, negative = inhibition, usual class: inhibitors; hit rate 0.2% among 350,000;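 also: potency is read from the fitted curve at half-maximal effect; plate controls were vehicle for no effect and no enzyme for full effect; nearly all actives have a fitted effect of over 35% in size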
# POLI inh: DNA polymerase iota (human) inhibition; AID 588590; Q9UNA4; hit rate 1% among 390,000; Pol iota fluorescent replication assay, 10 min; Potency, µM (top dose mostly 115 µM), for the others: at the highest dose activity, negative = inhibition, actives largely listed as inhibitors; also: potency is read from the fitted curve at half-maximal effect
# Target sequence (Q9UNA4 whole entry, looked up): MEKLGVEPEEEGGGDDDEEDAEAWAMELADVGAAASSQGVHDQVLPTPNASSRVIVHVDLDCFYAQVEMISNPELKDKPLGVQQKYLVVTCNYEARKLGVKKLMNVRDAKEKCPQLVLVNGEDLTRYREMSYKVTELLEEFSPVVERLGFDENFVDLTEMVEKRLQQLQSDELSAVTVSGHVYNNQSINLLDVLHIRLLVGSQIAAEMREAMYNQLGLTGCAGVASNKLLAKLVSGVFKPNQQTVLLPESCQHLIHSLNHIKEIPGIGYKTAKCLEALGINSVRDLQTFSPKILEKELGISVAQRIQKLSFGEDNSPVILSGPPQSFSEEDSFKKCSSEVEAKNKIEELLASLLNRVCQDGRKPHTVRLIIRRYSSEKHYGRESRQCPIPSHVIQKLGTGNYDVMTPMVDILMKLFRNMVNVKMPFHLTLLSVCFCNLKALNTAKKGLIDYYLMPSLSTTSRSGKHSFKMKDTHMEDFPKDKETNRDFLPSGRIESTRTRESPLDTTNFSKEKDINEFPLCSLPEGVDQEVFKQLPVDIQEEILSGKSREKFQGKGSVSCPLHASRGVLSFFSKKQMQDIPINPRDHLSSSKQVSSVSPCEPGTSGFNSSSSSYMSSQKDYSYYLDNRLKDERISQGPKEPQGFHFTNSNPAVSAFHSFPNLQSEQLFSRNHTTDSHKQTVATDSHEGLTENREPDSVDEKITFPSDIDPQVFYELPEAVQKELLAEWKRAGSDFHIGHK
#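 Pol iota at 10 nM preincubated 15 min with compounds at room temperature; reaction started with fluorescent substrate, 50 nM final. Fluorescence read kinetically at 0 and 10 min; buffer-only wells as negative control.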
# Active calls of the source: *; ? = inconclusive; . = no result given; [ ] = remark or other dose. Unless noted, calls follow the shape of the dose curve; as a rule, active = well fitted curve in the direction sought with a large enough effect; inconclusive = small, poorly fitted or top-dose-only effect, or another doubt; inactive = no such curve, though single readings can be large; an effect the other way counts as inactive or inconclusive. An excerpt; rates above refer to the full screens.
SMILES,GRP78 ERSR act,POLH inh,LDHA block,POLB inh,Apoferritin bind,POLK inh,APEX1 inh,BLM helicase inh,POLI inh
Cn1c(=O)c2c(nc(SCC(=O)NCc3ccc4c(c3)OCO4)n2Cc2ccc(Cl)cc2)n(C)c1=O,-2%,89µM*,6,-17%,-3%,-44%,7%,-6%,?
CC1(C)OC(=O)C(=CNc2ccccc2)C(=O)O1,1%,-6%,-4,10%,-11%,-16%,27%,-3%,23%
O=C(COC(=O)c1ccc(S(=O)(=O)N2CCCC2)cc1)Nc1ccccc1,-3%,-12%,-10,.,.,2%,5%,.,4%
CC(=O)Nc1ccc(S(=O)(=O)NCC(=O)NNC(=O)c2csc(N3CCOCC3)n2)cc1,-1%,-21%,3,.,.,8%,28%,.,47%[activator]
COc1cc(NC(=O)CSc2ccccc2)c(C(=O)O)cc1OC,-2%,-13%,1,2%,0%,-1%,-2%,3%,5%
CCCOc1ccc(CN(CCC#N)C(=S)NC(=O)c2ccccc2)cc1,0%,-22%,1,6%,-3%,-1%,-1%,2%,10%
O=C(Nc1ccon1)c1nc[nH]c1C(=O)N1CCc2ccccc2C1,-6%,-7%,-7,.,.,-3%,11%,.,-15%
CC(=O)NC(CC(=O)N1CCCC1)c1ccccc1 (stereo unspecified),-4%,-10%,-1,.,.,5%,.,.,16%
Cc1cc(C(=O)COC(=O)c2ccco2)c(C)n1Cc1ccco1,-8%,?,-2,-13%,?,?,?,-13%,?
Cc1ccc2oc(-c3ccc(NC(=O)COc4ccccc4)cc3O)nc2c1,-2%,.,0,.,.,-8%,.,.,89µM*
Cc1cc(C)c(C#N)c(SCS(=O)c2ccc(C(C)(C)C)cc2)n1 (stereo unspecified),-4%,-14%,-1,3%,?,-5%,4%,-1%,14%
CC(C)Cn1c(=O)c2ccccc2c2ccccc2c1=O,-3%,-12%,5,0%,-10%,-4%[60.1 µM],12%,-8%,-16%
CCCCCOc1ccc(C(=O)NCC(=O)NCC(=O)OCC)cc1,1%,?,-7,4%,?,0%,12%,-4%,4%
O=C(O)CC/C(=N\NC(=O)CNC(=O)/C=C/c1ccccc1)c1ccccc1,-2%,-20%,-2,?,-4%,-1%,-6%,-1%,-18%
COc1ccc(N(CC(=O)N/N=C/c2cccs2)S(=O)(=O)c2ccc(OC)c(OC)c2)cc1,-3%,-10%,1,33%,-11%,-6%,-2%,-7%,?
CCCCN(CC(=O)NCCOC)C(=O)Cn1nnc2ccccc21,-3%,-17%,-8,38%[activator],-2%,-3%,13%,1%,59%[activator]
S=c1[nH]nc(Cc2ccccc2)n1-c1ccccc1,0%,-1%,2,23%,9%,3%,19%,0%,21%
Nc1nc2ccccc2n1C(=O)c1cccs1,-7%,-17%,-2,-13%,-4%,2%,-3%,-7%,146%[activator]
Cc1nc2c(-c3ccccc3)c(C)nn2c(C)c1CCC(=O)NC(C)c1ccccc1 (stereo unspecified),-2%,-25%,-2,16%,-11%,1%,.,-2%,40%[activator]
CC(=O)OC(C)C(=O)NS(=O)(=O)c1ccc(C)cc1 (stereo unspecified),0%,-1%,-1,5%,-2%,-7%,-2%,-11%,-6%
COc1cccc(CN2CCSCC2)c1OC,1%,-14%,-11,-14%,-2%,-18%,8%,6%,38%[activator]
COc1cccc(N2CCN(C(=O)c3cnc4c(-c5ccccc5)c(C)nn4c3C)CC2)c1,-2%,-15%,3,1%,-20%,1%,.,-7%,-12%
COc1cccc(N2CCN(C(=O)NC3CCCCC3)CC2)c1,0%,-3%,-7,0%,6%,-5%,0%,0%,19%
COc1ccc(CNC(=O)CN=C2NC(=O)C(c3ccccc3)(c3ccccc3)N2)cc1,4%,-15%,-5,-22%,-4%,-14%,-4%,2%,17%
O=C(Oc1ccc(/C=N/n2cnnc2)cc1)c1cccc([N+](=O)[O-])c1,2%,4%,-12,-7%,-7%,3%,-3%,-8%,49%[activator]
Cc1cc(C)n(-c2nc(C)c(C)c(=O)n2CC(=O)Nc2ccc([N+](=O)[O-])cc2)n1,-1%,7%,-5,-6%,-7%,-8%[60.1 µM],.,0%,-4%
CCOc1ccc(NC(=O)c2sc3nc4n(c(=O)c3c2C)CCCC4)cc1,-2%,-21%,-4,0%,118%[activator],-6%,.,-6%,26%
O=C(NCc1ccccc1)C(=O)NCC1OCCN1S(=O)(=O)c1ccc(Br)cc1 (stereo unspecified),0%,2%,-7,-19%,-19%,-6%,27%,-5%,-6%
CSc1ncc(Cl)c(C(=O)Nc2ccc(C)c(C)c2)n1,-3%,-10%,2,3%,-2%,9%,-13%,-11%,21%
C=CCNC(=O)COCc1cc(-c2ccc3c(c2)OCO3)on1,12%,-3%,-5,-8%,-1%,-17%,16%,-1%,-20%
COc1ccc(NC(C)=O)cc1NC(=O)CSc1nnc(-c2ccccn2)n1C,-7%,-17%,19,-11%,-8%,-6%,-1%,0%,5%[58.9 µM]
O=C(O)Cn1c(=O)c(F)cn(C2CCCO2)c1=O (stereo unspecified),-4%,-15%,-2,15%,3%,3%,36%,-3%,32%[activator]
CCC1(O)CC(C(=O)OC)=NN1C(=O)c1ccccc1 (stereo unspecified),-3%,-3%,0,-7%,1%,-3%,6%,-3%,?
CC(=O)NCCc1nc(-c2ccc(Cl)cc2)no1,-1%,-1%,0,.,.,13%,.,.,11%
O=C(COC(=O)c1ccc(S(=O)(=O)N2CCCCCC2)cc1)NCc1ccc(Cl)cc1,1%,3%,-3,.,.,-8%,7%,.,23%
CCc1ccccc1NC(=O)CNC(=O)CNC(=O)Cc1ccccc1,-4%,-1%,4,.,.,-14%,18%,.,16%
Cc1ccc(C(=O)NC(=S)N2CCN(C)CC2)cc1,1%,-4%,-3,-8%,-1%,-18%,?,3%,3%
COc1ccc(S(=O)(=O)N(C)C)cc1NC(=O)c1ccc2c(c1)NC(=O)C(C)S2 (stereo unspecified),-3%,-9%,-9,.,.,-5%,3%,.,7%
COc1ccc(C(CNC(=O)COc2ccc(Cl)c(C)c2)N2CCCCC2)cc1 (stereo unspecified),-1%,-22%,-2,3%,-20%,-10%,-16%,3%,-14%
Nc1c(-c2nn[nH]n2)cnn1-c1cc(Cl)cc(Cl)c1,0%,-21%,0,12%,-7%,0%,-4%,-2%,-14%[58.9 µM]
CCCn1c(C(C)Nc2nc(-c3ccc(Cl)c([N+](=O)[O-])c3)cs2)nc2ccccc21 (stereo unspecified),-5%,-11%,0,-18%,?,5%,-1%,-9%,28%
Cc1cc([N+](=O)[O-])ccc1NC(=O)CN1C2CCC1CC(NC(=O)NC13CC4CC(CC(C4)C1)C3)C2 (stereo unspecified),-7%,-5%,-15,31%,-14%,-2%,9%,-5%,29%
O=C(O)CC(C(=O)OCCOc1ccccc1)N1CCOCC1 (stereo unspecified),0%,-4%,-11,0%,-4%,1%,-2%,0%,62%[activator]
O=C(CS(=O)(=O)c1cccc2nsnc12)Nc1ccc(F)cc1,-2%,-11%,-9,-7%,-8%,-5%[60.1 µM],.,-10%,9%
CCOc1ccccc1C(=O)NCc1ccc2c(c1)OCO2,1%,-14%,-4,?,-4%,-10%,-3%,0%,13%
COC(=O)c1ccc2ncccc2c1,-3%,-2%,-13,0%,-9%,-5%,0%,-1%,2%
NS(=O)(=O)c1ccc(Nc2nc(-c3cccc([N+](=O)[O-])c3)cs2)cc1,-2%,-13%,-2,-24%,-14%,-7%,1%,-12%,1%
CCCCCCCCCn1ccc(=N)cc1,-7%,-6%,-9,?,-13%,-6%,4%,-5%,144%[activator]
CCOc1ccc(N(Cc2nnc3n2CCCCC3)C(=O)Nc2cccc(C)c2)cc1,1%,-16%,-5,-13%,-7%,13%,17%,0%,-4%
COc1ccccc1C1C(C(N)=O)=C(C)Nc2nc(SCc3ccccc3F)nn21 (stereo unspecified),-1%,16%,-14,6%,-16%,-12%,.,-7%,-20%
O=C(COC(=O)c1cc(-c2cccs2)nc2ccccc12)c1ccccc1,0%,-21%,1,0%,?,10%,.,-4%,40%[activator]
COc1ccc(-n2c(SCC#N)nc3c(sc(=S)n3-c3ccccc3)c2=O)c(OC)c1,-2%,-1%,-5,21%,-9%,-15%,13%,-7%,?
CCc1ccc(-c2csc(NC(=O)C3CCCO3)c2C(=O)OC(C)C)cc1 (stereo unspecified),-2%,-5%,6,18%,7%,-16%,23%,-21%,?
O=C1OC(Sc2ccccc2)(c2ccccc2)c2ccccc21 (stereo unspecified),-2%,-19%,-1,.,.,-21%,.,.,21%
CC1CC(C)CN(c2ncc3c(n2)CC(c2ccccc2)CC3=O)C1 (stereo unspecified),-3%,-16%,0,1%,?,7%,3%,1%,-17%
CCC(=O)N1c2ccc(S(=O)(=O)CCC(=O)N3CCN(c4ccc(F)cc4)CC3)cc2CC1C (stereo unspecified),-3%,-23%,-2,4%,-9%,1%,.,-3%,18%
O=C(Nc1ccc(F)cc1)C1(S(=O)(=O)c2ccc(Cl)cc2)CC1,-2%,-26%,2,3%,-5%,-16%,61%,-4%,-14%

# In the list so far, 3 have a cyano group:
SMILES,GRP78 ERSR act,POLH inh,LDHA block,POLB inh,Apoferritin bind,POLK inh,APEX1 inh,BLM helicase inh,POLI inh
CCCOc1ccc(CN(CCC#N)C(=S)NC(=O)c2ccccc2)cc1,0%,-22%,1,6%,-3%,-1%,-1%,2%,10%
Cc1cc(C)c(C#N)c(SCS(=O)c2ccc(C(C)(C)C)cc2)n1 (stereo unspecified),-4%,-14%,-1,3%,?,-5%,4%,-1%,14%
COc1ccc(-n2c(SCC#N)nc3c(sc(=S)n3-c3ccccc3)c2=O)c(OC)c1,-2%,-1%,-5,21%,-9%,-15%,13%,-7%,?

# From PubChem BioAssay
